Source: PubChem BioAssay
Tb PFK block: inhibitors of T. brucei phosphofructokinase; O15648; T. brucei PFK, ADP-Glo luminescence; Potency, µM (series often up to 57.5 µM), inactives show at the highest dose activity, negative = inhibition, usual class: inhibitors; actives 0.17% (n = 330,000);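 note: potency is the fitted concentration of half-maximal effect; 0% = uninhibited 1x PFK enzyme wells and -100% = no-enzyme wells; nearly all actives have a fitted effect of over 60% in size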
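Compounds were pin-transferred as a titration series up to 57 uM into substrate buffer (0.5 mM F6P, 0.1 mM ATP, pH 8.0), then 1.25 nM PFK was added and reactions ran 45 min before ADP-Glo detection.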
CXXC DNA block: inhibitors of human MLL CXXC domain-DNA interaction; MLL-CXXC / FITC-HOXA9 DNA fluorescence polarization; Potency, µM (top dose mostly 115 µM), without a hit: top-dose activity change, negative = inhibition, most hits filed as inhibitors; actives 0.037% (n = 290,000); AID 2662; active = well fitted inhibition curve with a large enough effect in the polarisation, with a control signal flat, not every such curve was filed as active; inconclusive = small, poorly fitted or top-dose-only effect, or effect the other way, or a change in a side signal; inactive = no such curve, though single readings can be large or run the other way; the % refers to the polarisation; note: potency is the fitted concentration of half-maximal effect
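Fluorescence polarization: 7 uM MLL-CXXC (stock) preincubated 5 min with compounds, then 50 nM fluorescein-HOX-A9 DNA (stock) added; 30 min ambient. Buffer 50 mM Tris-HCl pH 7.5, 50 mM NaCl, 1 mM DTT, 0.05% BSA.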
TSHR antagonist: antagonists of human thyroid stimulating hormone receptor. P16473. TSHR-expressing cells, TSH-stimulated cAMP HTRF, 2 h; hits give low values. activity change, negative = inhibition, % at 11.5 µM. actives 0.2% (n = 330,000). AID 504810;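 active = activity change below a set negative limit, meaning inhibition stronger than a set level, cut at about -70% in these data; inconclusive = activity change between two set negative limits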; note: % is set by controls: 0 for no effect and ±100 for the full control effect
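TSHR-expressing cells, 200/well, pre-treated with compound, then stimulated with EC80 TSH (4nM final) for 2 hours at 37 deg C. cAMP measured by competitive HTRF: anti-cAMP cryptate antibody in lysis buffer plus cAMP-d2, read after 30 minutes at room temperature.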
A-T KAP1 phos: potential ataxia-telangiectasia treatments restoring KAP-1 phosphorylation; […] A-T fibroblasts, KAP-1 phosphorylation AlphaLISA; neocarzinostatin DNA damage 30 min before lysis; Potency, µM (highest dose often 57.5 µM), inactives show at the highest dose activation, most hits filed as activators; actives 0.19% (n = 320,000); AID 485349; note: potency is the fitted concentration of half-maximal effect; % of control where 0% means no effect; nearly all actives have a fitted effect of over 45% in size
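ATM-like activity read as KAP-1 phosphorylation via AlphaLISA donor/acceptor antibody pairs after lysis and 6 hr at 25C. Cells were ATM-null patient fibroblasts ([…], hTERT), dosed 60 min, then exposed to the DSB inducer NCS for 30 min.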
Chronic BCR inh: inhibitors of chronic active B-cell receptor signaling | ABC-DLBCL IkBa-CBG/CBR reporter, luminescence ratio, 4 h | Potency, µM (top dose mostly 46.1 µM), for the others: at the top dose ratio change, negative = lower green/red ratio, most hits filed as inhibitors | actives 0.05% (n = 340,000) | AID 493014; active = well fitted inhibition curve with a large enough effect in the signal ratio, with a control signal flat, not every such curve was filed as active; inconclusive = small, poorly fitted or top-dose-only effect, or effect the other way, or a change in a side signal; the % refers to the signal ratio;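 note: potency is the fitted concentration of half-maximal effect; plate controls were basal doxycycline-induced cells for no effect and cells given 10 µM MG132 for full effect; MG132 reads +100%, hits lower the ratio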
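TMD8 ABC-DLBCL cells carrying doxycycline-inducible green luciferase fused to IkappaBalpha plus unfused red luciferase were exposed to compounds (up to 46 uM) for 4 hrs at 37C. Activity came from the overlap-corrected green/red luminescence ratio.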
Coupling enz: inhibits coupling enzyme system, counter-screen for aldolase hits. actives 0.67% (n = 290,000). activity change, negative = inhibition, % at 58.2 µM, hits read low. coupling enzyme system counterscreen, AmpLite Red fluorescence. AID 2472; in the data active = activity change below about -30%; note: % is set by controls: 0 for no effect and ±100 for the full control effect
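First, compound is pin-transferred into glyceraldehyde-3-phosphate coupling-enzyme reagent at 57.5 uM final and held 10 min at RT. Next, substrate, coupling system and AmpLite Red are added. After 20 min RT, fluorescence (525/598 nm) is read.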
TCR act: T cell receptor activation. primary human leukocytes, anti-CD3, IL-2 HTRF, 48 h. AID 504894. Potency, µM (doses to about 9.22 µM), without a hit: at the highest dose activation of IL-2 secretion, actives largely listed as activators. 330,000 tested, under 10 active; note: % of control where 0% means no effect
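IL-2 release read by HTRF sandwich (Eu cryptate donor, d2 acceptor, 665 nm emission) after 48 hr exposure of primary human leukocytes to compound together with anti-CD3 beads in the absence of co-stimulatory signals.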
GALK inh: inhibitors of human galactokinase. Purified GALK, Kinase-Glo residual ATP luminescence. Potency, µM (top dose mostly 57.5 µM), for the others: at the top dose activity change, negative = inhibition, usual class: inhibitors. actives 0.007% (n = 270,000). AID 1868; note: potency is the fitted concentration of half-maximal effect; % is set by controls: 0 for no effect and ±100 for the full control effect
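Compounds were pin-transferred into ATP buffer (35 uM final), then GALK plus galactose (5 nM, 100 uM final) was added. After 1 h at room temperature, Kinase-Glo Plus was added and luminescence read after 10 min.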
KCNH2 WT inh: inhibitors of human wildtype KCNH2 potassium channel | Q12809 | U2OS, BacMam KCNH2, thallium flux FluxOr; hits give low values | activity change, % at 1.84 µM | actives 0.37% (n = 340,000) | AID 720551;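 active = maximum activity change below -70%; inconclusive = maximum activity change between -70% and -50%; inactive = maximum activity change above -50%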; note: % is set by controls: 0 for no effect and ±100 for the full control effect
Target sequence (Q12809 whole entry, looked up): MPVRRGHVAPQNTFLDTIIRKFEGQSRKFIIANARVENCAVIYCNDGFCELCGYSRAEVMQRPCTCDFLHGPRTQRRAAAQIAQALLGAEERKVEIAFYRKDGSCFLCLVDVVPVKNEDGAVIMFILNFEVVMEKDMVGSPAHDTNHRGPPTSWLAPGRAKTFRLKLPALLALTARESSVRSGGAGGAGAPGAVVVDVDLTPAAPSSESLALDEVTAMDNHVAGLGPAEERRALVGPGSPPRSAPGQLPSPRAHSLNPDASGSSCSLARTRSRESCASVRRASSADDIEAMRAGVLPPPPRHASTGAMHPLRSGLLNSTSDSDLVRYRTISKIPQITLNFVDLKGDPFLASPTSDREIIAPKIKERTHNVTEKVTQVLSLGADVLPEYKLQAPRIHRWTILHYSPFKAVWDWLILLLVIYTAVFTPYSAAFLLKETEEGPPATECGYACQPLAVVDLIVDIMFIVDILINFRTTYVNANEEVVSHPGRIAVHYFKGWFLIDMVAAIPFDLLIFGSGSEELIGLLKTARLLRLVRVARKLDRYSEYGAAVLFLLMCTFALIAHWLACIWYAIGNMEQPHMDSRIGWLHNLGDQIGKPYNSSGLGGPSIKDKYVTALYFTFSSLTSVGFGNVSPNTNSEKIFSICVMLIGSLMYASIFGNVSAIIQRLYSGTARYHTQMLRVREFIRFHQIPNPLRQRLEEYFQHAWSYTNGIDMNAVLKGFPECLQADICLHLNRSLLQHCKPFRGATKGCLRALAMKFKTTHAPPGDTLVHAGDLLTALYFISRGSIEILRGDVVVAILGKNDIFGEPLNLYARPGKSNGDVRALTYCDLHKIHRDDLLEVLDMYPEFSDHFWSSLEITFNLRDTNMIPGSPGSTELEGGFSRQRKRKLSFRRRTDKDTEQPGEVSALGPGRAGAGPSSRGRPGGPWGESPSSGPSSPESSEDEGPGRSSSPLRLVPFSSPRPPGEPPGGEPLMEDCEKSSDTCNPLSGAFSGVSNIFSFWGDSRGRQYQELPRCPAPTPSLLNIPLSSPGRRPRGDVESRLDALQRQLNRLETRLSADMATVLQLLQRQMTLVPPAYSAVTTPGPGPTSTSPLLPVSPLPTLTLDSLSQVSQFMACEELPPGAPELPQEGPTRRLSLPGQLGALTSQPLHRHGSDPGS
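U2OS cells transduced with wild-type KCNH2 virus are loaded with FluxOr dye for 45 min, and thallium flux is measured in kinetic reads before and after stimulation buffer. Rate constants are normalized to DMSO controls.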
Giardia killer: kills Giardia lamblia; actives 0.15% (n = 340,000); AID 540267; Giardia lamblia trophozoite viability; activity change, % at 7.66 µM, hits read low; in the data active = activity change below about -80%; inconclusive = between about -30% and that limit;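 note: parasites exposed to compound for two days anaerobically before the ATP read; % is set by controls: 0 for no effect and ±100 for the full control effect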
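Anaerobic 48 hrs incubation at 37 deg C of 100 trophozoites/well with test compounds; ATPLite 1-Step luminescence, 15-30 min RT, reports cellular ATP as viability.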
* marks the source's active call; other numbers are inactive results; i = inactive; ? = inconclusive; · = no result given; [ ] = another dose, or the depositor's remark. Unless noted, calls come from the whole dose curve; as a rule, active = well fitted curve in the direction sought with a large enough effect; inconclusive = small, poorly fitted or top-dose-only effect, or another doubt; inactive = no such curve, though single readings can be large; an effect the other way counts as inactive or inconclusive.

SMILES	Tb PFK block	CXXC DNA block	TSHR antagonist	A-T KAP1 phos	Chronic BCR inh	Coupling enz	TCR act	GALK inh	KCNH2 WT inh	Giardia killer
CC(=O)NCCC(=O)N(Cc1ccccc1)c1nc2c(C)cccc2s1	0%	15%	0	?	?	·	12%	-8%	4	0
Cc1ccc(N2C(=O)c3n[nH]c(C)c3C2c2cccnc2)cc1 (configuration not stated)	-1%	-2%	-3	-3%	1%	3	2%	1%	2	-1
O=c1c2cc3c(cc2[nH]c(=S)n1Cc1ccco1)OCO3	2%	-1%	0	-2%	-1%	4	0%	-1%	0	9
CC(C)(C)OC(=O)NCc1ccc(NC(=O)c2nc[nH]c2C(=O)NCCCCCCNC(=O)c2[nH]cnc2C(=O)Nc2ccc(CNC(=O)OC(C)(C)C)cc2)cc1	0%	·	-7	2%	3%	·	-2%	·	-5	0
O=S(=O)(N1CCCCCC1)N1CCN(S(=O)(=O)N2CCCCC2)CC1	-1%	-12%	15	·	-1%	1	-3%	0%	0	-14
NNC(=O)c1[nH]c(-c2ccccc2)cc1-c1ccccc1	3%	1%	3	11%	-10%	5	-4%	4%	-12	-9
COCCSc1nnc(NC(=O)CS(=O)(=O)c2ccccc2)s1	0%	23%	0	5%	2%	2	-4%	6%	-1	-16
COc1cc(OC)c(OC)cc1/C=C/c1cc(C(=O)O)c2ccccc2n1	-3%	-2%	11	-4%	5%	-7	1%	0%	5	-23
COc1cc(C(=O)Oc2cccc(Nc3ncnc4ccccc34)c2)cc(OC)c1OC	26%	-9%	-49	-4%	?	0	4%	3%	-2	-11
CCC(C)/C(C)=N/NC(=O)CSc1nc2ccccc2[nH]1 (configuration not stated)	-2%	13%	4	-3%	-2%	-2	-3%	12%	i	24
O=C1CC(c2ccc3c(c2)OCO3)C2=C(CCCC2=O)N1 (configuration not stated)	2%	-6%	12	-2%	-4%	0	4%	-2%	-12	-10
Cc1ccc(-c2csc(SCC(=O)c3c(N)n(C4CC4)c(=O)[nH]c3=O)n2)cc1	18%	·	-26	15%	4%	·	2%	·	-18	-5
O=C(CN1CCOCC1)Nc1ccccc1F	-3%	0%	-1	17%	0%	-6	·	-4%	-7	21
O=C(CSc1nnc(-c2ccc(Cl)cc2Cl)n1C1CCCCC1)N1CCCC1	2%	0%	-14	1%	2%	0	8%	1%	1	10
O=C(Cc1cccs1)Nc1ccc(Cl)c(S(=O)(=O)N2CCOCC2)c1	8%	·	-12	0%	-8%	·	-2%	·	0	-7
CCC(=O)c1ccc(OCC(=O)OCC(=O)c2c(N)n(C)c(=O)n(C)c2=O)cc1	0%	·	28	9%	0%	·	8%	·	21	-9
COc1cc(/C=C(\C#N)C(=O)c2c(C)[nH]c3ccccc23)cc(OC)c1OC	2%	0%	9	-4%	-4%	-1	-4%[46.1 µM]	-2%	-32	5
Cc1nnc(SCc2nnc(-c3ccccc3Br)o2)n1-c1ccccc1	-7%	-6%	-2	3%	?	1	4%	-3%	1	1
Cc1nn(-c2ccc(F)cc2)c(C)c1NS(=O)(=O)c1ccc2ccccc2c1	-1%	14%	-28	1%	17%	·	3%	-3%	-13	-4
CCN(CC1CCCN(CCc2cccc(OC)c2)C1)C(=O)C=C(C)C (configuration not stated)	0%	-10%	-13	0%	1%	0	-5%	0%	-11	16
CN(C)S(=O)(=O)Nc1cccc(-c2cn3c(n2)SCC3)c1	2%	8%	1	-2%	-6%	3	6%	1%	32	6
N#Cc1cc2c(nc1Cl)CCCC2	?	-7%	-9	·	4%	3	-12%[46.1 µM]	0%	2	4
Cc1cccnc1NC(=O)CCc1nnc2ccc(NCc3ccco3)nn12	?	-4%	13	18%	-7%	2	1%	4%	-12	12
COc1ccc(N2Cc3cccc(C(=O)NC(C)CCc4ccco4)c3C2=O)cc1 (configuration not stated)	?	-8%	7	3%	0%	4	11%	2%	5	-6
O=C(NCC1(c2ccccc2)CCCC1)c1cccc(Br)c1	-4%	8%	-12	0%	9%	1	2%	1%	-18	-29
CCc1ccc2c(c1)cc(CN(C(=S)Nc1cccc(C)c1)C1CC1)c1nnnn12	4%	23%	-18	-1%	-10%	3	-8%	-2%	9	-9
Cc1cc(SCC(=O)Nc2ccccc2C)nc(C)n1	0%	-3%	4	3%	-2%	4	2%	-2%	6	-10
Cc1ccn2c(=O)nc(SCC(=O)N3CCC(Cc4ccccc4)CC3)nc2c1	-7%	·	-5	7%	-13%	·	-4%	·	1	25
O=C(CSc1nnnn1-c1ccc(Cl)cc1)N1CCNC1=O	-1%	·	1	23%	10%	·	1%	·	-5	22
COc1ccc(NC2CCCN(C(=O)c3cccs3)C2)cc1 (configuration not stated)	-3%	-1%	10	-9%	-2%	·	0%	5%	-9	-3

2 entries picked at random from those above, as already listed:
SMILES	Tb PFK block	CXXC DNA block	TSHR antagonist	A-T KAP1 phos	Chronic BCR inh	Coupling enz	TCR act	GALK inh	KCNH2 WT inh	Giardia killer
Cc1ccn2c(=O)nc(SCC(=O)N3CCC(Cc4ccccc4)CC3)nc2c1	-7%	·	-5	7%	-13%	·	-4%	·	1	25
COc1ccc(N2Cc3cccc(C(=O)NC(C)CCc4ccco4)c3C2=O)cc1 (configuration not stated)	?	-8%	7	3%	0%	4	11%	2%	5	-6

Remaining list, next part.
SMILES	Tb PFK block	CXXC DNA block	TSHR antagonist	A-T KAP1 phos	Chronic BCR inh	Coupling enz	TCR act	GALK inh	KCNH2 WT inh	Giardia killer
CC(C(=O)Nc1ccccc1Oc1ccccc1)c1ccccc1 (configuration not stated)	1%	3%	-19	18%	3%	-1	-5%[46.1 µM]	0%	-3	0
CCC(=O)Nc1c(S(=O)(=O)c2ccccc2)c2nc3ccccc3nc2n1Cc1ccccc1	1%	6%	-8	-2%	?	-1	-9%[46.1 µM]	1%	9	-11
COc1ccc(NC(=O)CN(C)C(=O)CN2C(=O)C3CCCCC3C2=O)cc1 (configuration not stated)	12%	·	16	-3%	0%	·	2%	·	-9	14
CCNC(=O)CC1SC(=Nc2cccc(Cl)c2C)N(C)C1=O (configuration not stated)	1%	4%	30	8%	-4%	-5	-2%[46.1 µM]	-3%	-17	22
CS(=O)(=O)c1ccc2nc(NC(=O)c3cccs3)sc2c1	-20%	3%	-3	2%	?	3	-6%	3%	-7	?
COc1c(O)c(O)c2oc(-c3ccccc3)cc(=O)c2c1OC	-21%	4%	-10	-2%	10%	3	4%	-1%	-2	-3
CCCCn1c(N)c(N(CC(C)C)C(=O)c2ccc(N3C(=O)c4ccccc4C3=O)cc2)c(=O)[nH]c1=O	-12%	·	·	-6%	0%	·	15%	·	4	-2
Cc1ccccc1NC(=O)Cn1cc(C(=O)C2CC2)c2ccccc21	-3%	-14%	46	2%	0%	-2	3%	11%	-1	4
Cc1ccc2c(c1C)OC(=O)CC2(C)C	5%	5%	11	-16%	2%	0	-1%[46.1 µM]	2%	-1	20
C/C(=N\NC(=O)c1cc(-c2cccc([N+](=O)[O-])c2)n[nH]1)c1ccccc1O	-1%	12%	-5	-14%	3%	0	-1%	·	15	-13
CCCN(CCC)C1=CC(=[N+]2CCCC2)CC(C)(C)C1	8%	4%	-7	-4%	2%	3	8%[46.1 µM]	0%	0	3
CCC(CC)C(=O)N1N=C(c2ccc(NS(C)(=O)=O)cc2)CC1c1ccccc1 (configuration not stated)	1%	3%	-10	6%	2%	-1	6%	-2%	3	-4
Cc1sc(NC(=O)CSc2nc(N)n(CC(=O)c3ccccc3)n2)c(C#N)c1C	-5%	26%	-12	-5%	-10%	3	0%	2%	-13	6
Cc1ccc2cc3c(NC(=O)C4CCCO4)nn(CC(C)C)c3nc2c1 (configuration not stated)	-3%	-6%	15	35%	?	-2	5%	-1%	-2	12
Clc1ccc(-c2csc(N3CCN(c4ccccc4)CC3)n2)cc1	·	-5%	·	·	·	0	7%	-3%	7	12
Cc1c(O)ccc2c(CN3CCN(Cc4ccccc4)CC3)cc(=O)oc12	0%	-2%	-8	8%	-9%	2	6%	1%	13	-14
Cc1cc(C)n2cc(CSc3nnc(-c4ccccc4)o3)nc2n1	-3%	0%	-2	5%	6%	-1	-5%	-1%	2	-4
O=C(COC(=O)Cc1ccccc1[N+](=O)[O-])NC1CCCC1	-3%	-2%	1	-4%	0%	1	-8%	-8%	12	-15
Fc1ccc(COc2ccc(C(=S)N3CCCC3)cc2)cc1	-11%	-14%	-11	10%	-2%	3	·	-4%	-5	-10
Cc1ccc(C(=O)Oc2ccc(Cl)c3cccnc23)cc1[N+](=O)[O-]	-1%	1%	22	-5%	?	·	-3%	-3%	0	-10
CCN1CCN(c2ccc(S(=O)(=O)N3CCCCC3)cc2NC(=O)Cc2ccc(Cl)c(Cl)c2)CC1	-2%	·	-5	-7%	?	·	1%	·	2	5
CCOc1ccc2nc(SCC(=O)c3cccs3)sc2c1	-5%	1%	3	6%	7%	-8	-5%	-2%	-9	-7
